From PubChem
TTR transcr act = TTR transcription activation, primary screen | SH-SY5Y TTR promoter Gaussia luciferase, luminescence; 100% = recombinant luciferase protein wells | activation, % at 16.7 µM | hit rate 1.3% among 92,000 | AID 1117267;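 active = activation above the mean of all tested compounds plus 3 SD, cut at about 9.5% in these data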;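 note: cells exposed to compounds for one day before reading; 0% = median of all test compound wells on the plate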
An asterisk follows results filed as active. An excerpt; count on the stated rates, not on these rows.

TTR transcr act	structure
0.0	CCOC(=O)C1C(c2cc(OC)c(OC)c(OC)c2)NC(=S)NC1(O)C(F)(F)F (stereo not drawn)
0.2	Cc1ccc(Cn2cc(CCC(=O)O)c3ccccc32)cc1
0.7	CC(=O)c1ccc(OCCCC(=O)NCCc2ccccc2)cc1
2.4	O=c1[nH][nH]c(-c2ccccc2)c1C=Nc1ccccc1Cl
0.1	O=C(O)CC1(CC(=O)Nc2ccc(Oc3cccc(C(F)(F)F)c3)nc2)CCCC1
0.2	NCCCCCNC(=O)c1[nH]cnc1C(=O)N[C@@H](Cc1ccccc1)C(=O)OCc1ccccc1
1.6	O=C(COc1cccnc1[N+](=O)[O-])N1CCC(Cc2ccccc2)CC1
2.8	Cc1ccc(C)c(S(=O)(=O)N2CCN(C(C(=O)Nc3ccc(F)cc3)c3ccccc3)CC2)c1 (stereo not drawn)
-0.7	Cc1ccc(O)c(N=NC2=C(O)CC(C)(C)CC2=O)c1
-4.0	COc1ccc(C(=O)NCC(=O)N=Nc2c(O)n(Cc3ccccc3)c3ccccc23)cc1OC
1.5	O=c1[nH]c(SCc2cccc(Cl)c2)nc2c1CCCC2
1.6	Cc1ccc(N/C(C(Cl)=C(Cl)Cl)=C(/Cl)[N+](=O)[O-])c(C)c1
-1.8	CCNc1c([N+](=O)[O-])c(=O)n(CC)c2ccccc12
0.5	Brc1ccccc1CN1CCC(N2CCCCC2)CC1
-0.1	CC(C)N1CCN(Cc2cccn2-c2cccnc2)CC1CCO (stereo not drawn)
-3.0	CCOc1ccc(S(=O)(=O)N/N=C(\C)c2ccc(Cl)c(Cl)c2Cl)cc1
5.0	COc1ccc(-c2oc(=O)c3cc(OC)c(OC)cc3c2C(F)(F)F)cc1
0.5	Cc1cc(C)n2nc(C(=O)Nc3cccnc3)nc2n1
-0.1	COCCNC(=O)CN(Cc1ccc(OC)cc1)C(=O)CCC(=O)Nc1nccs1
4.8	CCOC(=O)c1ccc(NC(=S)Nc2ccc(Br)cc2N)cc1
2.7	O=C(CSc1ncccn1)Nc1cccc(S(=O)(=O)N2CCOCC2)c1
-0.1	Cc1cccc(C)c1NC(=O)CSC(=S)N1CCCC1
4.1	COc1ccc(Oc2c(O)c3ccccc3n(C)c2=O)cc1
1.3	C=CCC1(/C=N/O)CCOC(C)(C)C1 (stereo not drawn)
0.5	CC(C)CNC(=O)OCc1cn(Cc2cccc(C(F)(F)F)c2)nn1
-0.2	CS(=O)(=O)N(CC(=O)Nc1ccc2c(c1)OCCO2)c1ccc2c(c1)OCO2
3.1	CCCCOc1ncnc2c1[nH]c1ccc(OC)cc12
-1.6	O=C(CCCCCCCCC(=O)N1CCCCC1)N1CCCCC1
-0.3	NC(=O)c1ccsc1NC(=O)COC(=O)c1ccc(Cl)cc1
4.6	CCN(C[C@H]1N[C@@](Cc2ccccc2)(C(=O)OC)[C@H]2C(=O)N(Cc3ccccc3)C(=O)[C@@H]12)S(=O)(=O)c1ccc(C(C)(C)C)cc1

Additional compounds follow:
TTR transcr act	structure
-1.0	CCOC(=O)c1cnc(-n2nc(C)cc2C)nc1Nc1cccc(C(C)=O)c1
-5.0	O=C(O)CSc1cc(NS(=O)(=O)c2cccc([N+](=O)[O-])c2)c2ccccc2c1O
3.6	CCCCCc1nnc(NC(=O)C2=COCCO2)s1
-0.4	COc1cccc(NC(=O)Nc2nnc(N3CCCCC3C)s2)c1 (stereo not drawn)
-0.3	CC(C)(C)c1ccc(C(=O)/C=C2\NC(=O)CS2)cc1
4.5	S=C(NC1CCCC1)N1CCN(c2ccccn2)CC1
3.1	CC(=O)Nc1ccccc1-c1nnc(SCc2ccccc2Cl)[nH]c1=O
0.2	Cc1ccc([N+](=O)[O-])c(OCCN2CCNCC2)c1
1.6	COc1c2ccoc2nc2c(OC)cccc12
13*	Cc1ccccc1Nc1nc(-c2ccccc2)c(C(=O)Nc2cccnc2)s1
0.5	Cn1c(SCc2nc(-c3ccccc3)no2)nnc1-c1ccco1
5.0	O=C(CSc1nc2ccccc2s1)NCc1cc([N+](=O)[O-])ccc1O
-1.2	Cc1nn(C)c(C)c1NC(=O)Nc1cccc(C(F)(F)F)c1
-0.4	COC(=O)Cc1cc(=O)oc2cc(O)ccc12
-0.1	CCC(C)NC(=O)CSc1nnc(-c2ccoc2C)n1CC1CCCO1 (stereo not drawn)
0.1	COc1cccc(NC(=O)Nc2nnc(N3C(C)CCCC3C)s2)c1 (stereo not drawn)
0.0	COc1ccc(CN=C2NC(=O)CC(C(=O)Nc3ccc(F)cc3)S2)cc1 (stereo not drawn)
-2.4	Cc1ccc2nc(C)c(C(=O)NN=C3CCCCCC3)n2c1
-2.0	COc1ccc(OC)c(NC(=O)CN2CCC(C(=O)c3ccc(C)cc3)CC2)c1
-1.9	COc1ccc(-c2nc(N3CCC(C)CC3)[nH]c(=O)c2C#N)cc1
1.7	CN(C)[C@H]1CCN(c2cccc3c2S(=O)(=O)N(C2CC2)CCCO3)C1
-0.8	CSc1ncc(Cl)c(C(=O)Nc2sc3c(c2C(=O)NCc2ccco2)CCCC3)n1
-0.7	O=C(NCCO)C1COc2ccccc2O1 (stereo not drawn)
3.3	CCC(C)[C@H](NC(=O)Nc1ccc(C)cc1C)C(=O)O (stereo partly drawn)
-0.3	CC1(c2ccccc2)NC(=O)N(CC(=O)Nc2ccc(S(N)(=O)=O)cc2)C1=O (stereo not drawn)
-0.8	Cc1ccc(-c2ccc(CN3C(CC(C)C)C(=O)N(Cc4cn(Cc5ccco5)nn4)CCS3(=O)=O)cc2)cc1 (stereo not drawn)
-4.1	COc1ccc(/C=C(/NC(C)=O)C(=O)O)cc1
0.2	CCOC(=O)c1nnc(-c2ccccc2)nc1N1CC(C)OC(C)C1 (stereo not drawn)
2.2	CC(C)CNC(=O)NC(=O)COc1ncnc2sccc12
3.0	COc1cc2c(cc1OC)CN(C(=O)C(CCSC)NS(=O)(=O)c1ccc(C)cc1)CC2 (stereo not drawn)

Reprinted from the part before: 2 compounds; new compounds follow.
TTR transcr act	structure
2.2	CC(C)CNC(=O)NC(=O)COc1ncnc2sccc12
3.0	COc1cc2c(cc1OC)CN(C(=O)C(CCSC)NS(=O)(=O)c1ccc(C)cc1)CC2 (stereo not drawn)
1.0	S=C(Nc1ccccc1)OCCN1CCCC12CCC(c1ccccc1)CC2 (stereo not drawn)
2.6	Cc1cc(C(C)(C)C)cc(C)c1COC(=O)c1cccnc1
-0.8	Cc1ccc(C)c(NC(=S)N(CCc2ccncc2)C(C)C)c1
-0.3	COc1cccc(CN2CCN(C(=O)c3ccc(-c4ccccc4)cc3)CC2)c1OC
0.2	CCCC1(C(=O)OC)NC(c2ccc(OC)cc2OC)C2C(=O)N(c3cccc(C(C)=O)c3)C(=O)C21 (stereo not drawn)
-1.4	O=C(NCc1ccco1)C1CCN(c2nc3ccccc3n2Cc2ccccc2F)CC1
1.9	CCOc1ccccc1NCc1nnc(-c2ccccc2)o1
1.1	CC1CCN(S(=O)(=O)c2ccc(NC(=O)[C@@H]3CCCC[C@@H]3C(=O)O)cc2)CC1
5.0	COc1ccc2c(c1)c(C(=O)N/N=C/c1ccc(Br)cc1)c(C)n2C
1.3	Cc1cc(C)n(CC2CC(=O)N(c3ccccc3)C2=O)n1 (stereo not drawn)
-2.3	NNC(=S)Nc1cccc(-c2n[nH]c(=S)o2)c1
-5.0	Nc1ccc(S(N)(=O)=O)cc1N
4.3	COCCCNC(=S)NNC(=O)c1ccc(S(=O)(=O)N2CCC(C)CC2)cc1
2.9	Cc1noc(C)c1-c1ccc(C(=O)NCc2ccncc2)c2occc12
3.2	Cc1ccc2nc(Nc3nc(CSc4nnnn4-c4ccccc4)cc(=O)[nH]3)nc(C)c2c1
-1.2	O=C(O)CC1(CC(=O)Nc2ccc(F)cc2F)CCCCC1
1.3	CNCCOc1ccccc1-c1ccccc1
1.3	Cn1c(=O)[nH]c(=O)c2c1nc(Sc1ccccc1)n2CCc1ccccc1
0.7	COc1ccc(C(=O)Oc2c(OC)cc(C(=S)N3CCOCC3)cc2OC)cc1OC
0.8	COc1ccc(/C(O)=C2\C(=O)C(=O)N(c3cc(C)on3)C2c2cccc(OC)c2OC)cc1C (stereo not drawn)
1.4	CCCNC(=O)c1onc(CSc2ccc(F)cc2)c1C(=O)NCCC
0.4	O=C(Nc1ccccc1F)C1CCN(C(=O)NC2CCCCC2)CC1
0.6	O=C1CCC(=O)N(O)CCCCCNC(=O)CCC(=O)N(O)CCCCCNC(=O)CCC(=O)N(O)CCCCCN1
-3.0	Cc1c(/C(Cc2ccccc2)=N/O)c2ccccc2n1C
1.7	CC(C)C[C@@H](CO)N1CCN(CCc2ccccc2)CCC1=O
7.3	COc1cc(C=C(c2nc3ccccc3s2)c2nc3ccccc3s2)ccc1O
-1.6	CCOC(=O)c1sc(=NC(=O)CCSc2ccccc2)n(C)c1C
13*	COc1cc(CCN(C(=O)c2cc3ccccc3[nH]2)C(C)c2nc3ccccc3[nH]2)cc(OC)c1 (stereo not drawn)
-0.9	COc1ccc(Cc2nnc(NC(=O)CSc3ccc(C)cc3)s2)cc1OC
1.0	CCOC(=O)c1cc(-c2ccc(/C=C3/C(=O)N(c4ccc(C(=O)O)cc4)N=C3C)o2)ccc1Cl

The listing continues.
TTR transcr act	structure
1.2	Cc1ccc(-n2c(N)cc(=O)nc2SCC(=O)N2CCN(c3ccccc3)CC2)cc1C
-0.1	COCc1ccc(C(=O)NC2CCCN(Cc3ccccc3F)C2)o1 (stereo not drawn)
-0.1	CC1(C(=O)NS(=O)(=O)c2cccc(OC(F)F)c2)CCN1C(=O)CCc1cccs1 (stereo not drawn)
0.2	NNC(=O)c1oc2nc(-c3ccccc3)cc(-c3ccccc3)c2c1N
4.0	Nn1c(Cc2ccc(F)cc2)n[nH]c1=S
0.0	CN(C)S(=O)(=O)c1ccc(N2CCCC2)c(C(=O)Nc2ccccc2)c1
-1.6	Cc1nn(C)cc1C(C(=O)NC1CCCCC1)N(C(=O)Cc1cccs1)c1ccc(Cl)cc1 (stereo not drawn)
2.5	N#CCCn1cc(C(=O)Nc2ccccc2Br)c(-c2cccs2)n1
1.8	CC1CCN(C(=O)c2cc(-c3ccc4c(c3)OCO4)on2)CC1
-2.6	CC(C)c1ccc(S(=O)(=O)Nc2ccc(SC(F)F)cc2)cc1
-4.2	O=C(C[C@H]1C/C=C\CC[C@H](Cc2ccc(F)cc2)C(=O)O[C@@H](c2ccccc2)CNC1=O)N[C@@H](CO)Cc1ccccc1
-0.1	Cc1ccc(N2CC(C(=O)Nc3nnc(SCCN4CCOCC4)s3)CC2=O)cc1C (stereo not drawn)
5.2	N#CCSc1nnc(Cc2ccc3c(c2)OCO3)o1
-0.8	CC(=O)c1cccc(N(CC(=O)Nc2ccc(S(=O)(=O)N3CCCC3)cc2)S(C)(=O)=O)c1
0.4	O=C(NCc1ccccc1)[C@@H]1CSC2c3ccccc3C(=O)N21 (stereo partly drawn)
-1.2	O=C(NCc1ccccc1Cl)[C@H]1CCCN1C(=O)[C@H]1CCCN1C(=O)c1ccc(Cl)cc1
0.9	CSc1ccc(C2(O)Cc3cccc[n+]3C2c2ccccc2)cc1 (stereo not drawn)
-0.1	Cc1cc(NC(=O)CN2C(=O)N(C)C3(CCCCC3)C2=O)ccc1Br
-1.2	COc1ccc(CC(=O)N(C)Cc2ccc(Cl)cc2)cc1S(=O)(=O)N1CCOCC1
-1.2	COC(=O)c1ccccc1NC(=O)c1cnn2c(C)cc(C)nc12
-0.5	N#Cc1ccsc1NC(=O)CN1CCN(Cc2ccccc2)CC1
0.0	Cc1cc(NC(=O)c2c([N+](=O)[O-])cnn2C)no1
-0.7	Cc1ccc(NC(=S)N2CCCC(CO)C2)c(C)c1 (stereo not drawn)
0.7	CCc1ccc(NC(=O)CSc2nc3[nH]ncc3c(=O)[nH]2)cc1
3.0	COc1ccc(CC(=O)OCC(=O)N2CCCc3ccccc32)cc1OC
0.8	COc1ccc(-n2nc(C(=O)NCC(=O)NCc3ccco3)c3ccccc3c2=O)cc1Cl
2.7	COC(=O)c1ccc(NC(=O)CSc2nnc(COc3ccc4c(c3)CCCC4)o2)cc1
-1.3	Cc1n[nH]c2ccc([N+](=O)[O-])cc2c1=O
-0.5	CCCC(C)C1c2c(c(C)c(C)oc2=O)Oc2c(C)c(C)oc(=O)c21 (stereo not drawn)
-1.8	CCCC1C2C(=O)N(c3ccccc3)C(=O)C2ON1c1ccccc1 (stereo not drawn)

Structures from the list above that contain a COOH group, in the order listed:
TTR transcr act	structure
0.2	Cc1ccc(Cn2cc(CCC(=O)O)c3ccccc32)cc1
0.1	O=C(O)CC1(CC(=O)Nc2ccc(Oc3cccc(C(F)(F)F)c3)nc2)CCCC1
-5.0	O=C(O)CSc1cc(NS(=O)(=O)c2cccc([N+](=O)[O-])c2)c2ccccc2c1O
3.3	CCC(C)[C@H](NC(=O)Nc1ccc(C)cc1C)C(=O)O (stereo partly drawn)
-4.1	COc1ccc(/C=C(/NC(C)=O)C(=O)O)cc1
1.1	CC1CCN(S(=O)(=O)c2ccc(NC(=O)[C@@H]3CCCC[C@@H]3C(=O)O)cc2)CC1
-1.2	O=C(O)CC1(CC(=O)Nc2ccc(F)cc2F)CCCCC1
1.0	CCOC(=O)c1cc(-c2ccc(/C=C3/C(=O)N(c4ccc(C(=O)O)cc4)N=C3C)o2)ccc1Cl

The list goes on.
TTR transcr act	structure
5.0	O=C(O)C(Cc1ccccc1[N+](=O)[O-])N1C(=O)c2ccccc2C1=O (stereo not drawn)
0.0	CCn1cc(CNC(=O)c2cc(-c3ccccc3OC)nc3ccccc23)c(C)n1
2.8	COc1ccc(-n2nc(C(=O)NCC(=O)N3CCCC3)c3ccccc3c2=O)c(OC)c1
-2.9	Cc1ccccc1C(=O)Nc1cccc(NC(=S)NC(=O)c2cccs2)c1
-2.6	Cc1ccc(C)c(NCCCCCCCC(=O)O)c1
-3.2	COc1cc(-c2cc(C(=O)OCC(=O)NC3CC3)c3ccccc3n2)cc(OC)c1OC
